# Pf gametocyte: kills late stage P. falciparum gametocytes; inhibition, % at 10.9 µM; 150,000 compounds, 0.065% hits; AID 743093; P. falciparum stage V gametocytes, ATP luminescence, 24 h;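 active = inhibition above the mean plus 3 SD of compounds within the control limits, set per campaign, cut at about 38% in these data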;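 also: 0% = DMSO wells and 100% = medium only without gametocytes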
# Rab7 wt modul: modulators of GTP binding to dog Rab7 wildtype GTPase | GTP binding activity (percent of control), % at 10 µM | GST-Rab7 beads, fluorescent GTP binding, flow cytometry; actives lie on both sides; untreated = 100%, excess cold GTP = 0% | 190,000 compounds, 0.055% hits;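 active = fluorescent GTP binding to Rab7 beads changed by at least 20 points from the 100% baseline, either direction, mostly lower; inconclusive = compound itself probably fluorescent, or too few beads counted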;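 also: median green fluorescence of bound Bodipy-FL-GTP per Rab7 bead population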
# Cdc42 wt GTP: human Cdc42 wildtype GTP binding change, either direction. P60953. GST-Cdc42 beads, Bodipy-GTP binding, flow cytometry; actives lie on both sides. percent activity (GTP binding), % at 10 µM. 190,000 compounds, 0.2% hits. AID 761;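 active = percent activity GTP binding at least 20 points away from the 100% baseline, either down as inhibitor or up as activator; inconclusive = compound flagged as likely green fluorescent from well-wide comparison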;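 also: median bead fluorescence of bound Bodipy-FL-GTP at 100 nM; 0% = excess unlabeled GTP control and 100% = no compound control; below 100% means less GTP binding so inhibitor and above means activator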
# Target sequence (P60953 whole entry, looked up): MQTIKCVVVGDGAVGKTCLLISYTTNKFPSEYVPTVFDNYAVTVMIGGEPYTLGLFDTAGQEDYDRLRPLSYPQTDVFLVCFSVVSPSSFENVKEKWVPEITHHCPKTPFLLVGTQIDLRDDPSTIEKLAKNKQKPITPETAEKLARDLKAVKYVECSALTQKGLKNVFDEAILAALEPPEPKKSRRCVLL
# HRas wt GTP bind: human HRas wildtype GTP binding, change in either direction | GST-Ras wt beads, Bodipy-FL-GTP binding, flow cytometry; actives lie on both sides | GTP binding activity, % at 10 µM | 190,000 compounds, 0.14% hits | AID 759;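 active = GTP binding activity at least 20% away from the 100% baseline, either lowered as inhibitor or raised as activator; inconclusive = flagged as likely green fluorescent, judged across all proteins in the well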;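 also: 0% = unlabeled GTP competition control and 100% = no-compound control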
# Target sequence (P01112 whole entry, looked up): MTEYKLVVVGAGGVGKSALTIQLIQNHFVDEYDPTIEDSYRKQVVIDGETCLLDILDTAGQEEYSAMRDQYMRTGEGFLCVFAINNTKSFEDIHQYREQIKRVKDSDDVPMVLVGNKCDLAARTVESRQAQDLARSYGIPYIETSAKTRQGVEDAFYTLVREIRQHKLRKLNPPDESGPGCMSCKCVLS
# Mcl1-Bid inh: Mcl-1/Bid interaction inhibition. 220,000 compounds, 0.97% hits. TR-FRET Mcl-1/Bid-Dy647 peptide binding, 1536-well. Q07820. inhibition, % at 21.7 µM;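 active = compounds that cut the binding signal by more than half at the single screening dose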;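 also: His-tagged Mcl-1 with europium anti-His antibody binding Bid BH3 peptide; 0% = Mcl-1 plus peptide wells and 100% = peptide-only wells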
# Target sequence (Q07820 whole entry, looked up): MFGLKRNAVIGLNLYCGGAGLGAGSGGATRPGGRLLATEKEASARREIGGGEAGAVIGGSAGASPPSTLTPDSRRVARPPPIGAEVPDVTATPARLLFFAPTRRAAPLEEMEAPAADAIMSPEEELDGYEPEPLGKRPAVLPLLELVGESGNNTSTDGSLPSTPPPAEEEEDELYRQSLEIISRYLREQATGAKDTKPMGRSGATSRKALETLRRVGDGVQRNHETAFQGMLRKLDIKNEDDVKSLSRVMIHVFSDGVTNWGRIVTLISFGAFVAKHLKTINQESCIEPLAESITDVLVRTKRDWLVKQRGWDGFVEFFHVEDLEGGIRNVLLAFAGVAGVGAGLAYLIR
# Rac1 wt modul: human Rac1 wildtype GTP binding, inhibitors and activators; 190,000 compounds, 0.27% hits; GST-Rac1 beads, fluorescent GTP binding, flow cytometry; actives lie on both sides; 0 = cold GTP competed, 100 = untreated; P63000; GTP binding activity (% of control), % at 10 µM;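 active = GTP binding activity at least 20 points away from the 100% control level, either lower or higher; inconclusive = compound flagged as likely green fluorescent, judged across all proteins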
# GSH bead fluor: compound fluoresces at 488/530 nm on GSH beads; AID 1776; 190,000 compounds, 0.25% hits; fluorescence (KMESF) at 10 µM; GSH beads flow cytometry, compound fluorescence 488/530 nm; active compounds read high; in the data active = fluorescence above about 89;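 also: glutathione beads carrying GST-tagged Bcl family fusion proteins plus one bare bead set; values are compound well signal with DMSO vehicle wells as background; inactives centre near 16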
# Mcl1 Noxa PPI: disrupts binding of human Mcl-1 to Noxa peptide; Q07820; TR-FRET Mcl-1/Noxa peptide binding, 2 h; inhibition, % at 21.7 µM; 220,000 compounds, 1.5% hits; AID 1022;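 active = compounds that cut the protein-peptide binding signal by more than 50% relative to plate controls in a single-dose test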;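 also: His-tagged Mcl-1 with rhodamine Noxa BH3 peptide and terbium anti-His antibody; 0% = Mcl-1 plus Noxa peptide wells and 100% = peptide-only wells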
# Rac1 act GTP bind: human Rac1 activated mutant GTP binding change | P63000 | GST-Rac1 activated beads, fluorescent GTP binding, flow cytometry; actives lie on both sides; 100% means binding = to untreated wells | percent activity (GTP binding), % at 10 µM | 190,000 compounds, 0.11% hits;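 active = GTP binding at least 20 percentage points away from the 100% baseline, in either direction, so actives lie on both sides; inconclusive = Compound likely fluorescent itself, or too few beads counted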
# Rab2 wt GTP: changes GTP binding to wildtype dog Rab2A, up or down. P61105. GST-Rab2 wt beads, Bodipy-GTP binding, flow cytometry. GTP binding activity, % at 10 µM. 190,000 compounds, 0.19% hits. AID 760;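 active = GTP binding activity at least 20 points away from 100%, either lowered or raised; inconclusive = signal likely due to the compound's own green fluorescence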;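 also: 0% = beads with excess unlabeled GTP and 100% = no-compound control corrected for plate trend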
# Avidin bead fluor: compound fluoresces at 488/530 nm on avidin beads; 220,000 compounds, 0.38% hits; compound fluorescence 488/530 nm, flow cytometry; active compounds read high; fluorescence (KMESF) at 10 µM; AID 1775; in the data active = fluorescence above about 47; also: inactives centre near 10
# * marks the source's active call; other numbers are inactive results; u = inconclusive; x = not tested or not shown.
SMILES,Pf gametocyte,Rab7 wt modul,Cdc42 wt GTP,HRas wt GTP bind,Mcl1-Bid inh,Rac1 wt modul,GSH bead fluor,Mcl1 Noxa PPI,Rac1 act GTP bind,Rab2 wt GTP,Avidin bead fluor
CC(C)(C)Cc1nnc(NS(=O)(=O)Cc2ccccc2)s1,x,103.0,102.0,100.0,-10.3,104.0,24,15.7,99.0,101.0,9
Cc1ccnc(NC(=O)c2cc(S(=O)(=O)N3CCCCC3)ccc2Cl)c1,x,97.0,102.0,101.0,-33.9,105.0,11,4.6,101.0,99.0,9
O=C(NCC(=O)N(CC1CCCO1)C(C(=O)NC1CCCCC1)c1ccccc1)c1cccs1 (stereo not given),6.9,93.0,97.0,95.0,-5.7,94.0,27,x,94.0,95.0,9
C=CCOc1c(Cl)cc(CNc2nccs2)cc1OC,-3.6,104.0,93.0,97.0,-14.2,95.0,24,7.5,89.0,99.0,9
Cc1cc(=O)[nH]c(SCC(=O)NC(C)C2CC3CCC2C3)c1C#N (stereo not given),x,101.0,95.0,96.0,3.6,97.0,12,20.7,94.0,97.0,14
Cc1ccc(S(=O)(=O)N2CCCCC2)cc1C(=O)N1CCN(c2ccccn2)CC1,-28.5,96.0,97.0,96.0,-32.5,98.0,14,5.1,98.0,96.0,8
CCn1c(SCC(=O)Nc2nc(-c3ccccc3)cs2)nnc1-c1ccccc1,x,99.0,102.0,100.0,-2.5,99.0,68,5.0,99.0,102.0,7
CC(/C=C1\SC(=S)N(CCCC(=O)Nc2ccc(C(=O)O)cc2)C1=O)=C\c1ccccc1,16.8,102.0,97.0,98.0,-30.0,102.0,22,52.5*,96.0,98.0,10
COc1cc(C(O)P(=O)(OC(C)C)c2ccc(N(C)C)cc2)cc(OC)c1OC (stereo not given),-23.9,98.0,105.0,102.0,-44.7,105.0,7,16.6,102.0,100.0,8
CCN(CC)S(=O)(=O)c1ccc(C(=O)OCC(=O)NCc2ccco2)cc1,9.4,102.0,97.0,100.0,-35.4,101.0,73,20.7,98.0,97.0,14
Cc1cccc(-n2ncc3c(NCCCN4CCCC4=O)ncnc32)c1,x,99.0,102.0,100.0,-8.1,100.0,14,12.0,97.0,100.0,34
Cc1nc([N+](=O)[O-])c(Br)n1Cc1ccc(Cl)c(Cl)c1,-5.8,102.0,96.0,101.0,-5.1,100.0,19,8.1,93.0,101.0,10
CN1C(=O)/C(=C/c2ccco2)SC1=Nc1ccc(N2CCOCC2)cc1,-9.3,100.0,101.0,102.0,-2.5,106.0,18,16.9,99.0,99.0,6
COCCNS(=O)(=O)c1ccc(-c2ccc(Cl)cc2)cc1,-3.5,101.0,96.0,98.0,-37.0,99.0,10,12.8,96.0,98.0,11
CC(C)(C)c1ccc(S(=O)(=O)N2CCCC2C(=O)N2CCOCC2)cc1 (stereo not given),-17.6,103.0,95.0,98.0,-12.2,98.0,12,3.0,94.0,98.0,9
Cc1ccc(C)c(N=Cc2ccc(-c3ccc([N+](=O)[O-])cc3)o2)c1,-50.9,101.0,95.0,97.0,-30.5,95.0,10,-12.3,91.0,96.0,19
Cn1c(=O)c(C(=O)Nc2ccccn2)c(O)c2ccccc21,9.5,105.0,103.0,104.0,14.1,102.0,10,16.4,101.0,103.0,10
CN(C)S(=O)(=O)c1ccc(NC(=O)Cn2c(-c3ccccc3)noc2=O)cc1,6.5,99.0,108.0,106.0,-16.6,113.0,12,14.1,106.0,101.0,12
Cc1onc(-c2c(F)cccc2Cl)c1C(=O)Nc1cccc2nsnc12,x,98.0,97.0,97.0,-15.7,95.0,15,0.5,93.0,95.0,9
c1csc(C2=NNC(=NC3CCCCC3)SC2)c1,-1.3,92.0,95.0,93.0,-51.9,93.0,12,-106.3,94.0,93.0,20
O=c1c2c([nH]n1-c1ccccc1)CCCC2,14.8,102.0,96.0,99.0,-27.7,100.0,10,20.9,94.0,97.0,10
CCN1C(=O)C(CC(=O)Nc2c(C)cccc2C)SC1=Nc1ccc(S(N)(=O)=O)cc1 (stereo not given),-5.6,101.0,100.0,99.0,0.5,100.0,22,7.6,96.0,98.0,6
CC(C)C(NS(=O)(=O)c1cccs1)C(=O)NCc1ccc2c(c1)OCO2 (stereo not given),x,101.0,101.0,103.0,-14.5,103.0,20,5.5,100.0,102.0,7
CCOP(=O)(c1ccc(N(C)C)cc1)C(O)c1c(Cl)cccc1Cl (stereo not given),x,102.0,101.0,100.0,-20.8,100.0,29,13.1,100.0,100.0,10
COc1cc(NC(=O)c2ccco2)c(OC)cc1NC(=O)c1cc(OC)c(OC)c(OC)c1,-6.8,101.0,103.0,102.0,-16.7,105.0,47,19.8,101.0,101.0,6
COc1ccc(S(=O)(=O)Cc2ccc(C(=O)N3CCN(C4CCCCC4)CC3)o2)cc1,x,97.0,102.0,101.0,-2.2,103.0,14,-16.1,98.0,101.0,29
CCSC1=NC(C)(C)C=C(C)N1,-8.9,95.0,95.0,97.0,24.9,91.0,25,23.0,93.0,96.0,14
CC(=O)Nc1ccc(C(=O)NCC(=O)OCc2c(F)cccc2Cl)cc1,-12.3,105.0,97.0,98.0,-27.2,99.0,11,-4.8,94.0,98.0,9
O=C(/C(=C/O)N=Nc1ccccc1)c1cccs1,4.2,102.0,93.0,96.0,-34.2,95.0,7,18.8,93.0,97.0,24
COC(=O)c1c(NC(=O)CSc2n[nH]c(N)n2)sc(C)c1C,x,100.0,101.0,104.0,-42.2,99.0,14,-0.2,99.0,105.0,15
O=c1c2ccccc2nnn1CSc1ccccc1F,x,99.0,98.0,97.0,0.6,103.0,11,-0.8,98.0,98.0,5
Cc1ccc(CC2(O)CC(C)N(C)CC2C)c(C)c1 (stereo not given),x,97.0,101.0,99.0,-17.2,100.0,5,8.1,97.0,97.0,7
CCCCCCCC1CC(/C(C)=N/NC(N)=O)OC1=O (stereo not given),-19.6,104.0,100.0,101.0,-3.4,102.0,23,3.1,99.0,97.0,12
O=C(Nc1cccc(C(=O)N2CCN(Cc3ccccc3)CC2)c1)c1ccccc1,x,98.0,95.0,96.0,-12.7,97.0,12,-0.2,92.0,92.0,37
Cc1ccnc2nc(C(=O)Nc3nnc(CC(C)C)s3)nn12,-62.4,98.0,94.0,97.0,-5.5,93.0,14,13.5,93.0,95.0,16
COc1ccc(S(=O)(=O)N2CCC(C(=O)N3CCCC3)CC2)cc1,14.2,99.0,100.0,99.0,-16.0,98.0,13,-7.5,98.0,99.0,34
COc1ccc(NC(=O)/C(Cl)=C(/Cl)S(=O)(=O)Cc2ccccc2)cn1,7.8,100.0,95.0,98.0,-26.7,98.0,33,18.2,95.0,97.0,9
COC(CN1C(=O)C(=O)/C(=C(/O)c2ccccc2)C1c1ccccn1)OC (stereo not given),-9.0,98.0,94.0,96.0,7.6,92.0,12,9.3,94.0,96.0,5
O=C(CSc1ccc2c(c1)OCCO2)NC(=O)Cc1ccccc1,x,97.0,97.0,100.0,-25.4,101.0,9,-7.0,98.0,96.0,3
COC(=O)c1ccc2c(=O)n(CCCCCC(=O)NCc3ccc4c(c3)OCO4)c(=O)[nH]c2c1,-62.0,98.0,101.0,100.0,55.9*,111.0,39,-31.6,98.0,99.0,10
Cc1ccc(C(=O)NCCSC2CCCCC2)cc1S(=O)(=O)Nc1ccccc1,x,u,u,u,-17.0,u,26,6.9,u,u,7
COC(=O)c1[nH]c2cccc(OC)c2c1NC(=O)CN1CCOCC1,x,100.0,105.0,106.0,-19.6,103.0,26,12.2,102.0,104.0,14
COc1cc(/C=N/NC(=O)C(=O)NCC2CCCO2)ccc1O (stereo not given),-16.3,100.0,103.0,100.0,-22.2,101.0,9,5.1,100.0,99.0,17
CN(c1ccccc1)c1ccc(/C=N/N2CCOCC2)cc1,13.3,101.0,99.0,102.0,-72.4,105.0,14,0.1,101.0,100.0,14
CCCOc1ccc(C(=O)NCCCn2ccnc2)cc1,x,100.0,101.0,102.0,-8.0,100.0,16,12.1,98.0,102.0,10
Cc1cccc(OCC(=O)Nc2ccc3c(c2)OCCO3)c1,x,99.0,102.0,98.0,-9.9,98.0,29,-5.4,97.0,98.0,11
CC(=O)Nc1ccc(N=Cc2ccc(OCc3ccccc3)cc2)cc1,8.6,101.0,101.0,102.0,-44.2,104.0,11,-3.1,100.0,100.0,4
CC1CCN(C(=O)COC(=O)c2ccc3c(c2)OCO3)CC1,-24.2,105.0,92.0,96.0,-12.7,99.0,9,-9.2,95.0,98.0,12
O=C(CN(Cc1ccc2c(c1)OCO2)C(=O)CNS(=O)(=O)c1ccccc1)NCc1ccco1,18.3,100.0,102.0,99.0,-19.5,103.0,8,1.6,99.0,101.0,11
CSc1ncccc1C(=O)N1CCCC(CCC(=O)NCc2ccccc2F)C1 (stereo not given),x,99.0,101.0,100.0,-20.8,102.0,15,6.9,96.0,102.0,12
# Next records follow.
SMILES,Pf gametocyte,Rab7 wt modul,Cdc42 wt GTP,HRas wt GTP bind,Mcl1-Bid inh,Rac1 wt modul,GSH bead fluor,Mcl1 Noxa PPI,Rac1 act GTP bind,Rab2 wt GTP,Avidin bead fluor
CCCCCOc1ccc(CN2CCOCC2)cc1Cl,-17.8,98.0,95.0,95.0,-0.8,94.0,50,26.1,95.0,97.0,18
CCC(C)(C)NC(=O)C(c1cccnc1)N(C(=O)c1csnn1)c1ccc(C)cc1 (stereo not given),-8.8,97.0,95.0,97.0,-5.3,100.0,15,12.7,94.0,98.0,11
c1ccc(CCc2ccccc2-c2nc(-c3ccccn3)no2)cc1,x,97.0,93.0,95.0,6.8,96.0,35,5.4,91.0,97.0,9
O=C(COC(=O)c1ccc(Cl)nc1)Nc1ncc(Cl)cc1Cl,x,94.0,93.0,93.0,-38.7,95.0,13,0.4,94.0,97.0,13
N#Cc1c(NC(=O)Cn2nc(C(F)(F)F)c3c2CCCC3)sc2c1CCC2,14.7,95.0,94.0,94.0,1.1,93.0,10,-23.3,91.0,92.0,31
CC(C)(C)NC(=O)NC(=O)COC(=O)CCCc1c[nH]c2ccccc12,-18.1,96.0,99.0,98.0,-30.9,97.0,35,-0.6,97.0,96.0,20
O=C1CC(c2ccccc2)C(=O)N1c1cccc(O)c1 (stereo not given),-5.2,101.0,97.0,98.0,-16.4,96.0,17,12.1,97.0,97.0,9
Cc1nc(NC(=O)CSc2nnc3ccccn23)c(Cl)cc1Cl,x,104.0,103.0,103.0,3.0,101.0,24,23.2,98.0,103.0,10
O=C1N/C(=N\c2ccccn2)SC1Cc1ccc(Cl)cc1 (stereo not given),-12.7,93.0,94.0,95.0,-10.5,98.0,10,0.8,94.0,94.0,9
